CRFBP-R2 agonist: agonists of CRF-BP/CRF-R2 complex, primary screen, cell-based, HEK293, calcium dye fluorescence, uHTS; CRF-binding protein / CRF receptor 2 complex (human); calcium dye fluorescence (FLIPR); percent of saturating CRF peptide response; activation, % at 13.2 µM; 350,000 compounds, 0.46% hits;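 active = activation of at least 50%, plus an integration ratio under a set limit after plate pattern correction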;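 note: plate controls were neutral control wells without compound for no effect and CRF at EC100 for full effect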
CHRM5 agonist: human M5 muscarinic receptor agonists, primary screen, CHO-K1 cells, Fluo-8 calcium fluorescence; CHO-K1 hM5 cells; 0% DMSO wells, 100% maximal acetylcholine response; activation, % at 3 µM; 360,000 compounds, 0.19% hits; Muscarinic acetylcholine receptor M5 (Homo sapiens), P08912; AID 624037, 2012;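 active = activation above the run's mean over test compounds plus 3 SD, cut at about 23% in these data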;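 note: signal is peak over basal fluorescence ratio across the kinetic read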
Target sequence (P08912 whole entry, looked up): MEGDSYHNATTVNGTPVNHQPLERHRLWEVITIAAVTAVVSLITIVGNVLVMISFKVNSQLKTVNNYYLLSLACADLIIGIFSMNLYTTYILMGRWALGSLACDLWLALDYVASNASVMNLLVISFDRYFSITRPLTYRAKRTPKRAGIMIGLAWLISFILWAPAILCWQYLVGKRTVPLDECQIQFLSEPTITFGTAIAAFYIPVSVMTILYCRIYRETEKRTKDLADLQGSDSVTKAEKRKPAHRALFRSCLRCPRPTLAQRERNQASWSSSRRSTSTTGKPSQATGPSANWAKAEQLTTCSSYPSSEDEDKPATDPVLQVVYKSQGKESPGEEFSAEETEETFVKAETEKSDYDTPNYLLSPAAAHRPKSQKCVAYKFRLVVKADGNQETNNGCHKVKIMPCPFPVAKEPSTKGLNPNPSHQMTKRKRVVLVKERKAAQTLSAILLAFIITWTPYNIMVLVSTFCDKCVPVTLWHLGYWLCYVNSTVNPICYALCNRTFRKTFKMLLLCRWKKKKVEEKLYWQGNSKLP
M5 antag: human M5 muscarinic receptor antagonists, primary screen, CHO cells, Fluo-8 calcium fluorescence; CHO-hM5 cells, ACh EC80; inhibition, % at 3 µM; 360,000 compounds, 0.59% hits; AID 624040, 2012;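 active = inhibition above a per-plate cutoff, the mean of that plate's test compounds plus 3 SD, cut at about 27% in these data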;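 note: 0% = acetylcholine EC80 with DMSO and 100% = DMSO without agonist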
CHRM4 agonist: human M4 muscarinic receptor agonists, primary screen, CHO-K1 cells, Fluo-8 calcium fluorescence. CHO-K1 hM4/Gqi5; vehicle 0%, full acetylcholine response 100%. activation, % at 3 µM. 360,000 compounds, 0.14% hits;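 active = activation above the run mean over all test wells plus 3 SD, cut at about 32% in these data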;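 note: peak over basal fluorescence ratio per well then scaled between controls; 0% = DMSO wells and 100% = acetylcholine at EC100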
Target sequence (P08173 whole entry, looked up): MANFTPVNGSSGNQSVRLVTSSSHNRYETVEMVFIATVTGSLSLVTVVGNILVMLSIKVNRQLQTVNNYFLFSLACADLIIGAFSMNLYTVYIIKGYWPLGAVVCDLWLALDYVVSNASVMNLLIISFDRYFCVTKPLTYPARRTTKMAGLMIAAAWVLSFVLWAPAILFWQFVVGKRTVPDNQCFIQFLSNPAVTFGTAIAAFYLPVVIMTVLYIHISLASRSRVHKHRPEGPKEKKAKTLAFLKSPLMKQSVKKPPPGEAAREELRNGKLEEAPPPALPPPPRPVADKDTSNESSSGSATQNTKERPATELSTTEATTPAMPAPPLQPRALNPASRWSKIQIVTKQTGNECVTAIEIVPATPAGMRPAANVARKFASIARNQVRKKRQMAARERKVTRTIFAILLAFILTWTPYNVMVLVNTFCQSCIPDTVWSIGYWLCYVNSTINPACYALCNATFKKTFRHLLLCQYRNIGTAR
CHRM4 PAM: human M4 muscarinic receptor positive allosteric modulators, primary screen, CHO-K1 cells, Fluo-8 calcium fluorescence. Muscarinic acetylcholine receptor M4 (Homo sapiens), P08173. CHO-K1 hM4/Gqi5, ACh EC20; 0% = ACh EC20, 100% = maximal ACh. activation, % at 3 µM. 360,000 compounds, 0.4% hits. AID 624126, 2012;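 active = activation above its plate's cutoff, the mean activation of sample wells plus 3 SD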; note: some results filed as inactive read as strong as hits
M1 antag: human M1 muscarinic receptor antagonists, primary screen, CHO-K1 cells, Fluo-8 calcium fluorescence, 1536-well. CHO-K1 hM1, ACh EC80 antagonist. inhibition, % at 3 µM. 360,000 compounds, 1.3% hits. Muscarinic acetylcholine receptor M1 (Homo sapiens), P11229;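 active = percent inhibition above its own plate's cutoff, namely the mean of that plate's compound wells plus 3 SD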;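 note: peak over basal fluorescence ratio during 140 s after agonist addition; 0% = ACh EC80 plus DMSO and 100% = DMSO alone without agonist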
M1 PAM: human M1 muscarinic receptor positive allosteric modulators, primary screen, CHO-K1 cells, Fluo-8 calcium fluorescence, 1536-well. Muscarinic acetylcholine receptor M1 (Homo sapiens), P11229. activation, % at 3 µM. CHO-K1 hM1, ACh EC20; 0% = ACh EC20, 100% = maximal ACh. 360,000 compounds, 0.088% hits; in the data active = activation above about 19%, passing the limit was not always enough
M5 PAM: human M5 muscarinic receptor positive allosteric modulators, primary screen, CHO-K1 cells, Fluo-8 calcium fluorescence; Muscarinic acetylcholine receptor M5 (Homo sapiens), P08912; CHO-K1 hM5, ACh EC20 PAM; 0% = ACh EC20, 100% = ACh EC100; activation, % at 3 µM; 360,000 compounds, 0.3% hits; AID 624038, 2012;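 active = activation above the run cutoff, the mean activation of all test compounds plus 3 SD, cut at about 18% in these data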
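System: CHO-K1 hM5 cells. Reagent: acetylcholine, EC20 level. Compound dosing: single dose, 3 µM nominal final test concentration. Timing: Post-acetylcholine fluorescence recording 140 s. Detection: Fluo-8 calcium fluorescence. Read-out: % activation, ACh-normalized. Benchmarks: ACh EC20 and EC100 wells. Repeats: singlicate, one well per test compound.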
CHRM4 antagonist: human M4 muscarinic receptor antagonists, primary screen, CHO cells, Fluo-8 calcium fluorescence; Muscarinic acetylcholine receptor M4 (Homo sapiens), P08173; CHO-hM4 cells, ACh EC80; inhibition, % at 3 µM; 360,000 compounds, 0.73% hits;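 active = inhibition above its plate's cutoff, the mean inhibition of sample wells plus 3 SD, cut at about 27% in these data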;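 note: 0% = acetylcholine EC80 with DMSO and 100% = DMSO without agonist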
Active calls of the source: *; x = no result given. Rows are unselected; overall some 2.8% were active at least once.

SMILES | CRFBP-R2 agonist | CHRM5 agonist | M5 antag | CHRM4 agonist | CHRM4 PAM | M1 antag | M1 PAM | M5 PAM | CHRM4 antagonist
Cc1sc2ncn(CC(=O)NCc3ccccc3)c(=O)c2c1C | 5.1 | 1.5 | 12.6 | 2.0 | 17.6 | -29.4 | 19.5 | -6.4 | -1.5
Cc1nc2ccc(CCO)cc2s1 | -3.2 | -1.2 | 1.7 | 0.7 | -2.0 | -4.8 | 3.2 | -1.1 | 9.8
CCCC(=O)Nc1c2c(nn1-c1cccc(C)c1C)CS(=O)(=O)C2 | 1.6 | -2.2 | 6.8 | 0.6 | 2.1 | -10.9 | 4.7 | -1.4 | -5.4
CCOC(=O)Cn1c(=O)c(-c2ccccc2N)nc2ccccc21 | -0.4 | 2.8 | 2.5 | 2.6 | 1.6 | -19.3 | 4.8 | -8.4 | 2.4
COc1ccc(CCNC(=O)c2ccc(NC3=NC4CS(=O)(=O)CC4S3)cc2)cc1OC (stereo not drawn) | -0.7 | -1.4 | -0.7 | 0.4 | -9.7 | -21.0 | 18.8 | 6.6 | 3.2
CC1(c2nnc(-c3ccncc3)o2)CC(c2cccnc2)=NO1 (stereo not drawn) | 0.1 | 0.3 | 6.8 | 1.3 | 7.0 | 13.0 | -4.8 | 8.8 | -7.7
C/C(=N\NC(=O)c1cc(C)[nH]n1)c1ccc(-c2ccccc2)cc1 | -1.7 | -2.1 | 4.5 | 0.8 | -0.8 | -5.4 | 2.5 | -1.1 | 5.5
N#Cc1cc2c(nc1SCc1ccccc1)CCCC2=O | 2.8 | -0.2 | 1.1 | -1.0 | -4.9 | -18.3 | -7.8 | -5.8 | -5.0
Cc1n[nH]c(C)c1S(=O)(=O)N1CCCC(C(=O)Nc2ccc(Br)cc2)C1 (stereo not drawn) | -1.0 | -0.2 | 15.3 | 16.8 | -3.9 | -5.5 | 3.1 | -11.0 | -14.7
COc1ccc(S(=O)(=O)N2CC(C)OC(C)C2)cc1C(=O)N1CCCCC1 (stereo not drawn) | -1.7 | -0.8 | -14.2 | 0.6 | 10.2 | -9.7 | 12.2 | 4.5 | -1.6
COC(=O)CNC(=O)COC(=O)/C=C/c1cccs1 | -3.1 | 0.2 | 13.4 | -0.2 | 1.6 | -12.8 | 5.8 | -3.5 | 4.8
CC(C)Cc1ccc(C(C)C(=O)Nc2nccs2)cc1 (stereo not drawn) | 30.4 | 38.4* | 26.2 | 34.3* | -6.2 | -1.0 | 0.5 | -0.7 | 29.7*
Cc1ccc(S(=O)(=O)N2CCCC(C(=O)NC3CCCC3)C2)cc1 (stereo not drawn) | -0.6 | -0.1 | 10.0 | 0.1 | -9.5 | -7.5 | 9.7 | -4.6 | 8.5
CCOC(=O)c1c(SCCN2CCCCC2)n(-c2ccccc2)c(=S)n(-c2ccccc2)c1=O | -0.6 | -1.7 | 3.8 | 0.1 | -3.4 | -6.3 | 2.6 | -1.0 | 7.6
CCOCCOC(=O)c1ccc(NC(=O)C2COc3ccccc3O2)cc1 (stereo not drawn) | -0.2 | 6.7 | -5.1 | 8.6 | -7.6 | -3.5 | 5.4 | 2.5 | -1.4
COc1ncnc2c1ncn2CCCNCCN1CCOCC1 | -1.2 | 1.0 | -6.4 | 0.6 | -1.2 | -9.5 | 3.5 | 3.6 | -7.1
c1ccc2sc(NC3=NCN(C4CCCCC4)CN3)nc2c1 | 0.1 | 1.4 | -12.4 | 2.4 | 2.5 | -8.0 | 9.3 | -0.5 | 12.4
COc1ccc(-c2[nH]ncc2/C=C(/C#N)C(=O)NC2CCCCC2)cc1 | -0.7 | -8.7 | -7.3 | -0.1 | 1.7 | 4.9 | -3.6 | -14.9 | -9.4
COc1ccc(NS(=O)(=O)c2ccc(N3CC(O)=C(c4ccccc4)C3=N)cc2)cc1 | 4.2 | 6.4 | 5.2 | 1.3 | -8.6 | 2.6 | 0.5 | 2.2 | 2.7
Cn1ccnc1Sc1cc(NCCCO)c([N+](=O)[O-])c2nonc12 | 3.7 | -3.1 | 9.4 | 0.6 | 3.2 | 22.3 | -5.2 | 6.7 | -4.3
COc1cc(N)c(C(=O)c2nccc3cc(OC)c(OC)cc23)cc1OC | -0.5 | 1.8 | 4.2 | 0.6 | 0.5 | -14.1 | 12.8 | 2.4 | 3.0
COc1ccc(Cn2cc(C(=O)c3ccccc3)c(=O)c3cc(OC)ccc32)cc1 | -1.5 | 1.1 | -3.0 | -0.2 | 0.0 | -14.1 | 9.1 | 0.3 | -13.6
S=C(Nc1ccc(Cl)cc1Cl)NC1CCN(Cc2ccccc2)CC1 | 11.7 | 0.5 | 0.6 | 8.6 | 11.7 | -6.7 | 3.7 | 5.0 | -9.4
O=c1n(Cc2ccccc2F)c2ccccc2n1Cc1ccccc1F | -0.1 | -4.3 | 3.1 | -1.1 | -4.4 | -25.8 | 1.9 | -4.0 | -11.7
Cc1ccccc1NC(=S)NNC(=O)c1cccc(Br)c1 | -1.1 | 6.9 | 7.0 | 4.3 | -7.9 | -4.2 | 6.4 | -0.3 | -6.6

Part of the list above, with two lines to a compound.
Each structure is followed by: CRFBP-R2 agonist, CHRM5 agonist, M5 antag, CHRM4 agonist, CHRM4 PAM, M1 antag, M1 PAM, M5 PAM, CHRM4 antagonist
- O=c1n(Cc2ccccc2F)c2ccccc2n1Cc1ccccc1F
  -0.1, -4.3, 3.1, -1.1, -4.4, -25.8, 1.9, -4.0, -11.7
- N#Cc1cc2c(nc1SCc1ccccc1)CCCC2=O
  2.8, -0.2, 1.1, -1.0, -4.9, -18.3, -7.8, -5.8, -5.0

The listing picks up with the 2 entries that preceded the break.
SMILES | CRFBP-R2 agonist | CHRM5 agonist | M5 antag | CHRM4 agonist | CHRM4 PAM | M1 antag | M1 PAM | M5 PAM | CHRM4 antagonist
O=c1n(Cc2ccccc2F)c2ccccc2n1Cc1ccccc1F | -0.1 | -4.3 | 3.1 | -1.1 | -4.4 | -25.8 | 1.9 | -4.0 | -11.7
Cc1ccccc1NC(=S)NNC(=O)c1cccc(Br)c1 | -1.1 | 6.9 | 7.0 | 4.3 | -7.9 | -4.2 | 6.4 | -0.3 | -6.6
O=C1NC(=O)/C(=C\c2ccc(OCc3cccc(C(=O)O)c3)c(Cl)c2)N1 | -1.2 | 4.3 | -16.9 | 1.3 | 1.1 | 1.3 | 1.7 | 14.3 | -5.6
COc1cccc(C(=O)Nc2nc(-c3ccncc3)cs2)c1 | -1.1 | -2.2 | 7.3 | 3.7 | 2.6 | -4.7 | 5.2 | -2.3 | -11.6
CC(=O)CC(C)=NCCN=C(C)CC(C)=O | -2.8 | 1.5 | 4.1 | 0.8 | 8.3 | -5.2 | 7.1 | -4.4 | -2.9
O=C(NCc1ccc2c(c1)OCO2)C(=O)NCC1OCCN1S(=O)(=O)c1ccc(Br)cc1 (stereo not drawn) | 6.5 | 1.9 | 4.5 | 13.7 | -0.4 | -10.2 | 6.6 | -10.0 | -10.7
O=C(O)CCn1c(-c2ccccc2)cc2ccccc21 | -3.8 | -2.8 | 9.8 | -0.6 | -1.3 | 6.7 | 2.8 | 2.4 | 2.2
CCOC(=O)c1c(NC(=O)CSc2nnc(CN3CCOCC3)n2C)sc2c1CCCC2 | -0.8 | -10.0 | -8.5 | 0.5 | 0.5 | -8.1 | 2.2 | 9.7 | 2.3
O=C(NCc1ccccc1)c1c(O)c2cccc3c2n(c1=O)CCC3 | 5.1 | -1.1 | -3.6 | 0.4 | -0.1 | -11.9 | 6.7 | -0.6 | 3.6
CN(Cc1cccs1)C(=O)c1ccc(Cl)c(S(=O)(=O)N2CCCCCC2)c1 | 5.1 | 2.2 | 15.4 | 16.2 | -9.6 | -1.2 | -7.2 | -27.9 | 6.2
COc1ccc(S(=O)(=O)Nc2ccc(C(N)=O)cc2)cc1C(=O)N1CCCCCC1 | 1.0 | -2.0 | 3.4 | 1.2 | 8.5 | -0.6 | 6.6 | 0.3 | -5.6
CCN(CC)c1ccc(NC(=O)C(C)C)cc1 | -0.8 | -3.8 | -4.7 | 0.4 | -5.0 | 2.7 | -2.8 | 0.7 | 2.7
COc1ccc(CCNC(=O)c2ccc(N3CCCC3=O)cc2)cc1 | -0.2 | -1.3 | 5.8 | 2.3 | -2.0 | -14.6 | 5.0 | -7.8 | 2.5
CCOC(=O)c1c(NC(=O)COc2ccccc2C#N)sc2c1CC(C)(C)NC2(C)C | 3.1 | 1.2 | 10.8 | 16.9 | -7.4 | 19.9 | -9.1 | -10.1 | 20.5
Cc1ccc(CNC(=O)CCCc2nc3ccccc3s2)cc1 | 0.8 | -1.5 | 2.9 | 0.4 | 14.8 | -21.5 | 2.8 | -1.1 | -8.9
COC(=O)C[C@H]1CC[C@@H](NC(=O)c2ccncc2)[C@@H](CO)O1 | x | 0.2 | 3.5 | 0.2 | -5.0 | x | x | 1.6 | 7.7
COc1ccc(C(=O)N2CCC(C(=O)N3CCN(c4ccc(OC)cc4)CC3)CC2)cc1 | 0.2 | -0.5 | 15.6 | 0.9 | -1.0 | 8.4 | -7.2 | -7.1 | -10.2
CCCCc1n[nH]c2c1/C(=N/OCC)CC(C)(C)C2 | -0.7 | -2.8 | 6.6 | -1.2 | -2.3 | -9.5 | 6.2 | -3.7 | 9.6
N#Cc1cccc(C(=O)OCC(=O)NCc2ccco2)c1 | -0.8 | -3.2 | -2.2 | -0.1 | 1.6 | 2.9 | 9.5 | 2.3 | -6.2
CCOC(=O)CSc1nc(-c2ccccc2)nc2ccc(F)cc12 | 5.2 | 2.7 | -6.5 | 0.9 | 28.5* | 2.5 | 5.9 | 3.6 | 8.0
CCN(CC)C(=O)CN1C(=O)/C(=C/c2ccccc2)SC1=S | -3.6 | -0.3 | 3.8 | 0.8 | 7.3 | -2.7 | 7.7 | 0.9 | -0.6
O=c1[nH]c(NC2CCN(S(=O)(=O)c3ccccc3C(F)(F)F)CC2)nc2c1CCCC2 | 0.4 | -7.2 | 2.2 | -1.4 | -6.2 | 22.5 | -16.7 | -0.2 | 9.2
COc1ccc(C2C(C#N)=C(N)OC3=C2C(=O)CCC3)cc1Cn1cc([N+](=O)[O-])cn1 (stereo not drawn) | -0.8 | -1.7 | 2.5 | 0.9 | 7.0 | -15.6 | 6.2 | 1.9 | 6.7
COc1ccc(NC(=O)N2CCCCC2)cc1 | 12.2 | -1.7 | -0.4 | 0.3 | 0.9 | -1.4 | 2.9 | -4.1 | 2.2
O=C(CNS(=O)(=O)c1ccccc1)OCC(=O)c1ccc(Br)cc1 | -0.2 | 2.2 | 10.2 | 6.3 | -3.1 | -14.7 | 8.7 | -3.9 | 4.4
CCC(C)NC(=O)CN(c1ccc(OC)cc1)S(=O)(=O)c1ccccc1 (stereo not drawn) | -2.5 | 5.6 | -4.7 | -0.2 | -1.8 | -0.5 | 8.9 | 16.0 | 0.1

Screening data as filed in PubChem.
